HTR5A ag: HTR5A agonists in luminescence cell assay, primary screen, counter-screen for OPRM1-OPRD1 heterodimer agonist project, full-deck HTS; 5-hydroxytryptamine receptor 5A (Homo sapiens), P47898; cell-based; activation, % at 9.3 µM; 340,000 tested, 0.61% active; in the data active means activation mostly above about 9.5%, no sharp cut-off; inactive means mostly below about 7.6%;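 further: 0% = cells with vehicle only and 100% = reference agonist; strong numbers were not always called active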
dFosB activator: activators of delta FosB homodimer, primary screen, biochemical, fluorescence polarization, TAMRA-CDK5 oligo, single point. Protein FosB (Mus musculus), P13346. purified delta FosB; percent of positive-control signal above neutral wells. activation, % at 25 µM. 340,000 tested, 0.99% active;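 active means mean activation above about 17%, with every replicate also reaching it, limit read from the data, passing the limit was not always enough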;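 further: fluorescence polarization rise as delta FosB binds a TAMRA Cdk5 AP-1 oligo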
PvdQ acylase: P. aeruginosa PvdQ acylase inhibitors, primary screen, biochemical, fluorescence, plate reader and imaging, single point. PvdQ acylase [Pseudomonas aeruginosa LESB58]. purified PvdQ acylase. 340,000 tested, 0.063% active. inhibition, % at 10 µM; in the data active means inhibition above about 30%, passing the limit was not always enough;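 further: 0% = vehicle neutral wells and 100% = reference inhibitor wells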
CDK5 inh: inhibitors of human CDK5/p35 kinase, primary screen, biochemical, single concentration; Cyclin-dependent kinase 5 (Homo sapiens) + Cyclin-dependent kinase 5 activator 1 (Homo …; Recombinant CDK5/p35, ADP-Glo luminescence, 60 min; inhibition, % at 10 µM; 330,000 tested, 0.01% active;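 active means highest replicate inhibition of at least 50% and at least 75% of replicates reaching 50%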;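 further: plate controls were DMSO neutral control for no effect and GW8510 at 10 µM for full effect; many of its hits are not listed in these tables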
SR-BI DiI inh: inhibitors of SR-BI mediated HDL lipid uptake, primary screen, ldlA[mSR-BI] cells, fluorescence, single point. Scavenger receptor class B member 1 (Mus musculus), Q61009. ldlA[mSR-BI] CHO cells, DiI-HDL uptake fluorescence, 3 h. inhibition, % at 12.5 µM. 320,000 tested, 0.96% active. AID 488896, 2010;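 active means mean replicate inhibition of at least 70% and a set share of replicates each scoring 70 or more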;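 further: 0% = median of neutral control wells and 100% = median of positive control wells; values of inactives mirror those of a sister screen read the other way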
MITF TRPM1 HTS: activators of MITF-driven TRPM1 promoter reporter, primary screen, cell-based, SK-MEL-5, luciferase, single point. SK-MEL-5 TRPM1-promoter luciferase, 24 h; % of positive control, neutral wells = 0. activation, % at 12.5 µM. 300,000 tested, 0.75% active;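 active means mean activation of at least 80% with every replicate also reaching 80%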;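 further: 0% = neutral control wells and 100% = parthenolide positive control wells; values of inactives mirror those of a sister screen read the other way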
V-ATPase pHluor: regulators of yeast V-ATPase proton pumping, primary screen, pHLuorin cytosolic pH fluorescence; S. cerevisiae; response, % at 10 µM; 350,000 tested, 0.37% active; AID 504577, 2011; in the data active means response mostly above about 7.3%, no sharp cut-off; inactive means mostly below about 5.4%; further: actives read high; inactives centre near 0; some compounds called inactive have numbers as strong as hits; reference of the scale not given here
HTR5A inv ag: HTR5A inverse agonists in luminescence cell assay, primary screen, counter-screen for OPRM1-OPRD1 heterodimer inverse agonist project, full-deck HTS; 5-hydroxytryptamine receptor 5A (Homo sapiens), P47898; HTR5A cell line, inverse agonism; inhibition, % at 9.3 µM; 340,000 tested, 0.083% active; AID 504634, 2011; in the data active means inhibition mostly above about 23%, no sharp cut-off; inactive means mostly below about 18%;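 further: 0% = cells with DMSO and 100% = no-cell wells with DMSO; some compounds called inactive have numbers as strong as hits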
Wnt bcat act: Wnt/beta-catenin pathway activators, primary screen, cell-based, plate reader, single point | activation, % at 9.35 µM | 300,000 tested, 1.2% active | Wnt/beta-catenin reporter cell assay, activator; in the data active means activation above about 30%, passing the limit was not always enough;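 further: 0% = neutral control wells and 100% = positive control wells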
NSD2 HMT inh: NSD2 histone methyltransferase inhibitors, primary screen, biochemical, AlphaScreen, single concentration, set 2 | Histone-lysine N-methyltransferase NSD2 (Homo sapiens), O96028 | NSD2 peptide methylation, 120 min | inhibition, % at 12.5 µM | 310,000 tested, 0.54% active; in the data active means inhibition above about 50%
An asterisk follows results filed as active; . = no result given; & = joins results of further samples.

molecule,dFosB activator,Wnt bcat act,NSD2 HMT inh,MITF TRPM1 HTS,V-ATPase pHluor,SR-BI DiI inh,PvdQ acylase,CDK5 inh,HTR5A inv ag,HTR5A ag
O=C(CSC1=Nc2ccccc2C2CC=NN12)Nc1ccc(F)cc1Cl (centres undefined),-6,-2,-1,-6,6,53,8,0.2,-9,4
CCC(C)N(C(=O)CN1C(=O)NC2(CCc3ccccc32)C1=O)C1CCS(=O)(=O)C1 (centres undefined),5,-2,-3,-12,-1,-12,-2,-0.2,0,0
Cc1nc2ccccc2c(=O)n1/N=C/c1ccc(OC(F)F)cc1,0,5,-4,18,0,-5,6,0.0,0,0
CC(C)(C)OC(=O)N1CCC(C(=O)Nc2cccc(C(=O)NCCCc3ccccc3)c2)CC1,-16,-3,.,2,-2,62,-19,0.7,5,-1
O=C1C(c2ccccc2)SC(=Nc2ccccc2)N1S(=O)(=O)c1ccccc1 (centres undefined),21*,.,.,.,-3,13,0,-1.2,-17,2
CCOc1ccc(NC(=O)COC(=O)c2ccc3ncsc3c2)cc1OCC,-1,1,-1,14,0,6,-5,-1.7,14,-5
CC(=O)N1Cc2[nH]c3ccccc3c2CC1C(=O)O (centres undefined),-3,0,4,10,-2,9,12,0.4,3,-1
COc1cccc(NC(=O)CSc2nn3c(=O)c(C)nnc3s2)c1,-7,1,-4,5,4,-17,-8,-1.7,-5,1
COc1ccc2nc(N/C(N)=N/C(=S)Nc3ccccc3)nc(C)c2c1,15,-2,-1,9,-2,54,0,0.2,0,0
O=C(COc1ncnc2ccc(Br)cc12)N1CCOCC1,-5,.,-2,-11,0,17,-18,-0.4,-1,-4
CCOc1ccc(NC(=O)C2CCN(S(=O)(=O)c3ccc4c(c3)NC(=O)C(C)S4)CC2)cc1 (centres undefined),5,-2,10,-9,-1,30,-12,.,-10,10*
Cc1ccc(C(=O)OCC(=O)Nc2cc(C(C)(C)C)nn2-c2ccccc2)c(O)c1,-3,-2,-4,-9,-1,7,4,-0.5,-9,3
CCOC(=O)C(NC(=O)c1ccccc1Cl)(Nc1ccc(C(F)(F)F)cc1)C(F)(F)F (centres undefined),-5,.,-1,9,2,.,-17,-1.4,-4,1
COC(=O)c1ccccc1NC(=O)CCCn1nc([N+](=O)[O-])cc1C,-3,-1,-4,11,-3,.,-11,-1.0,-27,-7
CCc1nnc(NS(=O)(=O)c2ccc(NC(=O)c3cc(Cl)ccc3[N+](=O)[O-])cc2)s1,-1,1,10,-11,-1,-12,-10,-1.8,-4,1
CN(C)S(=O)(=O)c1cccc(-c2cn3cccnc3n2)c1,-18,-2,-1,-3,1,9,-10,-0.8,-19,-1
COc1ccccc1CN(Cc1cc2c(C)ccc(C)c2[nH]c1=O)Cc1nnnn1Cc1ccco1,3,.,-1,-5,0,-7,-7,0.0,-18,2
CC(=O)/C(=N/Nc1ccc(Br)cc1)Sc1cccc2cccnc12,-1,-1,1,-35,-1,-15,0,0.2,-39,-4
Cc1cccc(N2CC(C(=O)Nc3ccc(S(=O)(=O)N4CCOCC4)cc3)CC2=O)c1C (centres undefined),-7,0,3,2,-2,-5,5,-0.2,-28,3
COc1ccc(NC(=O)c2cc(C(=O)Nc3ccc(OC)cc3OC)cc([N+](=O)[O-])c2)c(OC)c1,5,-2,-1,-12,7,-5,0,-0.2,11,-4
O=c1oc2ccccc2c(NC2CCCCC2)c1NS(=O)(=O)c1ccc(F)cc1,-5,-1,-2,-14,1,36,-4,0.5,-7,6
CCN1C(=O)[C@H]2[C@@H](c3ccc(-c4ccc(OC)cc4)cc3)N[C@@](Cc3ccccc3)(C(=O)OC)[C@H]2C1=O,0,6,.,34,1,17,0,0.8,-19,-2
CCOC(=O)C(Sc1cc(C)nc(N)n1)C(C)=O (centres undefined),6,-4,2,4,4,3,-7,-3.3,-5,4
COc1ccc(C(=O)NCCCCCC(=O)O)cc1OC,-2,-2,-1,1,2,-14,-6,1.9,-11,0
CN(Cc1nc(-c2cccs2)no1)CC1(N2CCOCC2)CCCCC1,-3,1,-2,8,5,.,-12,-2.7,4,0
O=C(CCC(=O)N1CCN(Cc2ccccc2)CC1)Nc1nnc(C2CCCCC2)s1,-8,1,0,-3,-4,-20,2,-0.5,-7,0
CN(CC(=O)Nc1cc(S(=O)(=O)N2CCCC2)ccc1Cl)Cc1ccc2c(c1)OCO2,-4,-7,0,-10,-1,52,6,-0.8,19,-8
COc1ccc(CCNC(=O)c2oc3ccc(OC)cc3c2C)cc1,-14,0,-1,-1,1,8,2,1.3,3,0
Cc1noc(-c2ccccc2)c1NC(=O)Nc1ccc(Cl)cc1,-8,1,-1,-13,-5,11,-9,0.3,-2,7
O=C(COC(=O)c1cccs1)Nc1ccc(F)c(F)c1,-6,-4,-1,15,-1,-14,-4,2.4,-24,10
C=C1Cn2c(nnc2-c2ccc(Cl)cc2)S1,3,0,.,-2,1,20,-9,1.2,-13,5
C[C@@H]1CN([C@H](C)CO)C(=O)Cc2cc(NC(=O)CCC(F)(F)F)ccc2O[C@@H]1CN(C)S(=O)(=O)c1ccccc1,-13,-6,.,4,3,14,-4,-0.6,12,-5
CN1CCN(C(=O)c2cnn3c(C(F)F)cc(C4CC4)nc23)CC1,-2,.,2,1,1,3,5,-0.1,7,-3
CC(=O)N1CCN=C1SCc1ccc(Cl)cc1,-5,0,.,21,7,-14,7,0.8,-18,6
CCOc1nc(C)ccc1-c1noc(C)n1,1,.,-5,-14,-4,-20,6,-1.3,-30,5
CC(=O)Nc1ccc(-c2csc(Nc3ccc(S(N)(=O)=O)cc3)n2)cc1,-4,-3,-1,4,3,39,-1,-0.3,5,-1
O=C(Cn1cc(C(F)(F)F)cc(Cl)c1=O)NCC1COc2ccccc2O1 (centres undefined),2,-6,0,10,-1,-15,-5,-2.3,13,3
COc1cc(F)c(C2=CC(=O)C[C@H](c3ccc4c(c3)OCO4)C2)cc1F,-1,2,.,-4,5,-15,-3,-0.4,3,-1
CC(C)(C)c1ccc(OCc2nc(-c3ccccn3)no2)c(Br)c1,-4,51*,4,52,-3,-11,-24,-6.4,-6,8
O=C(Nc1ccccn1)C1(c2ccccc2)CCCC1,-3,-4,0,-7,3,7,-13,-1.0,-4,1
O=C(CN(Cc1ccccc1)S(=O)(=O)c1ccc(F)cc1)NCc1cccnc1,-3,0,-1,3,0,4,-6,-0.8,-21,-2
CC1CCCC(C)N1C(=O)COC(=O)CN1C(=O)c2ccccc2C1=O (centres undefined),0,2,-1,7,-4,-28,-6,0.3,24,-10
CC[C@]12c3[nH]c4ccc(Cl)cc4c3CCN1C(=O)[C@@H](CC(=O)NCC13CC4CC(CC(C4)C1)C3)C[C@@H]2C(=O)N1CCN(C(=O)c2ccco2)CC1,5,-8,.,-42,1,-8,1,-1.1,-30,9
Cc1cc(C(=O)CSc2nnc(N)s2)c(C)n1CCc1ccc(F)cc1,-2,.,3,.,-3,62,-10,-0.8,-30,11
CC(C)(C)c1ccc(C(=O)N2CCC(C(=O)NCc3ccncc3)CC2)cc1,-1,-1,.,8,-2,7,-14,-0.9,14,2
O=C1c2cccnc2C(=O)N1Cc1ccco1,4,.,0,6,5,-24,-8,0.2,1,2
CCOC(=O)C1CCCN(S(=O)(=O)c2ccc(-n3cnnn3)c(C)c2)C1 (centres undefined),-1,0,-6,2,-2,.,-11,1.7,-5,2
O=C(CSc1nnc(Cn2c(=O)sc3ccccc32)n1CCc1ccccc1)N1CCOCC1,-4,.,-1,35,4,2,1,-0.7,-1,-3
CCN(CC(=O)NCc1cccs1)C(=O)c1ccc(S(=O)(=O)N(C)C)cc1,-4,0,0,-3,1,-7,-9,-1.2,10,-3
Nc1nc2ccccc2n1/N=C/c1ccc(Br)cc1,-1,-1,.,54,2,-14,-3,-0.5,12,-1
Cc1ccc(-n2c(-c3cc(-c4ccco4)[nH]n3)n[nH]c2=S)c(Br)c1,-13,-1,1,.,-1,.,-4,3.4,-20,-4
CCCn1c(/N=C/c2cc(OC)ccc2O)nc2ccccc21,3,.,2,.,-2,-7,-18,-0.2,-6,2
N#CC(C#N)=C1CCCc2sccc21,6,4,0,8,1,-17,-15,-4.5,-14,4
Cc1cc(/C=N/Nc2ccc([N+](=O)[O-])cn2)c(C)n1-c1ccc(C(=O)O)cc1,-5,-8,1,-6,-4,21,5,-0.4,-4,-3
Cc1ccc(C(C(=O)NC2CCCCC2)N(CCC(C)C)C(=O)CNC(=O)c2ccco2)o1 (centres undefined),-21,.,-1,4,0,14,-4,-0.1,24,8
Cc1cc(C)cc(N(CC(=O)N2CCN(c3ccccc3)CC2)S(=O)(=O)c2c(C)noc2C)c1,-5,-3,.,-1,-3,-4,-1,-0.7,-9,3
O=C(Nc1ccc(F)cc1)c1ccc(=O)[nH]n1,-8,-2,-5,-2,-2,-36,-17,2.2,-4,1
COc1cc2nc(CN3CCN(S(=O)(=O)c4ccc(C)c(C)c4)CC3)[nH]c(=O)c2cc1OC,-4,-2,-2,-6,2,-4,-2,0.1,-2,1
O=C1CC(c2ccc(S(=O)(=O)N3CCN(c4ccccc4)CC3)cc2)CN1 (centres undefined),6,.,-2,-6,0,-17,3,1.4,8,3
C=C(C)Cn1c(CCNC(=O)C(C)C)nc2ccccc21,2,1,-3,-3,5,3,-10,-2.7,-4,-1

Carrying on:
molecule,dFosB activator,Wnt bcat act,NSD2 HMT inh,MITF TRPM1 HTS,V-ATPase pHluor,SR-BI DiI inh,PvdQ acylase,CDK5 inh,HTR5A inv ag,HTR5A ag
O=C(COc1ccc(Cl)cc1)N1CCN(Cc2ccc3c(c2)OCO3)CC1,-8&-4,-3&-2,2,-1&-2,4&-1,0,-19&-5,-3.9&-0.3,-8&-10,3&4
COc1ccccc1Nc1ccc(S(=O)(=O)N2CCCCC2)cc1[N+](=O)[O-],-4,-5,11,9,1,10,16,-1.2,7,-4
O=C(NCCc1ccccc1F)C1CC(=O)N(c2cccc(C(F)(F)F)c2)C1 (centres undefined),-5,-4,27,15,-2,-10,-10,1.6,2,-1
CN(C(=O)COc1cc(=O)n(C)c2ccccc12)c1ccc(Cl)cc1,-4,8,.,0,-1,5,-6,1.7,4,-1
COc1ccc(C2/C=C\CN(C(=O)Oc3ccc(C(F)(F)F)cc3)CC(=O)N2Cc2ccc(F)cc2)cc1 (centres undefined),-2,-6,.,-2,-3,-41,8,-0.1,-11,4
CSc1ccccc1C(=O)N(CC1CCCO1)c1c(N)n(Cc2ccccc2)c(=O)[nH]c1=O (centres undefined),-3,-2,1,0,-1,-13,6,-0.9,0,0
CC1=C(C(=O)Nc2ccc(C)cc2)C(c2ccc(N(C)C)cc2)NC(=O)N1 (centres undefined),-7,.,8,9,-1,-22,-4,1.0,-4,-1

High-throughput results deposited in PubChem BioAssay by several laboratories.
